Source: PubChem BioAssay (several laboratories)
Rtt109 Vps75: C. albicans Rtt109 histone acetyltransferase inhibition; AID 540336; Q5AAJ8; purified Rtt109/Vps75, ThioGlo CoA-SH fluorescence, 4 h; inhibition, % at 34.9 µM; 0.16% of 330,000 active;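 active = inhibition of at least 50% in every replicate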
Target sequence (Q5AAJ8 whole entry, looked up): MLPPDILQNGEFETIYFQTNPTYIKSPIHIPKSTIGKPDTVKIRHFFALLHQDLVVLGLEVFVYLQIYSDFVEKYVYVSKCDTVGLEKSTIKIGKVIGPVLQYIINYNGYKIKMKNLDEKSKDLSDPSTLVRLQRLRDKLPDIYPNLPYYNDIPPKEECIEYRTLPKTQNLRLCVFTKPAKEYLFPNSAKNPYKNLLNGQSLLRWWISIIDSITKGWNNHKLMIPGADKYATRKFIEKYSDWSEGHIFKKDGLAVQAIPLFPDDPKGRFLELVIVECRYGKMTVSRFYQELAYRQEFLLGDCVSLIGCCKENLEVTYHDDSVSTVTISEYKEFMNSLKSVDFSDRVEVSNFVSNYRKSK
CAL PDZ inh: human CAL PDZ-peptide interaction inhibition | Q9HD26 | purified CAL PDZ, TMR-peptide fluorescence polarization, 1 h | inhibition, % at 20 µM | 0.02% of 330,000 active | AID 504414;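 active = highest replicate inhibition of at least 40%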;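 note: plate controls were DMSO neutral control wells for no effect and unlabeled competitor peptide control wells for full effect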
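Material: tagged CAL PDZ protein CerCALP, purified; buffer or medium: sodium phosphate/NaCl buffer pH 7.4 with TCEP, IgG, Thesit; also added: fluorescent TMR peptide probe; schedule: 1 h incubation at room temperature before polarization reading; technique: fluorescence polarization from S- and P-plane intensities, G-factor corrected; control set: unlabelled peptide and DMSO controls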
PvdQ inh: blocks Pseudomonas aeruginosa PvdQ acylase activity | purified PvdQ acylase, fluorescence plate reader | inhibition, % at 10 µM | 0.063% of 340,000 active | AID 488965; in the data active = inhibition above about 30%, passing the limit was not always enough;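 note: 0% = vehicle neutral wells and 100% = reference inhibitor wells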
AddAB inh: less growth of phage-infected E. coli with AddAB; E. coli expressing H. pylori AddAB, absorbance growth; inhibition, % at 11.9 µM; 0.29% of 330,000 active; in the data active = inhibition above about 12%;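 note: 0% = vehicle wells of infected cells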
Tat transport: blocks Tat-dependent protein export in E. coli; 0.036% of 340,000 active; E. coli MC4100 TorA-mCherry Tat export, fluorescence; AID 488895; inhibition, % at 10 µM;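 active = mean replicate inhibition at least 50% and at least half of replicates individually reaching 50%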;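 note: exported cargo escapes ClpAP degradation while cytoplasmic cargo is degraded and loses fluorescence; 0% = median of neutral control wells and 100% = median of NaSCN control wells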
PfHsp90 yeast 2: reduces growth (ATP signal) of yeast expressing P. falciparum Hsp90 | inhibition, % at 9.4 µM | 0.32% of 310,000 active | S. cerevisiae expressing PfHsp90, BacTiter-Glo ATP, 48 h; yeast lacking PDR1 and PDR3 efflux regulators;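 active = every replicate shows inhibition above about 80%, whatever the replicate mean, limit read from the data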;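 note: 0% = DMSO neutral controls and 100% = 20 µM radicicol positive controls; yeast relying on Plasmodium falciparum Hsp90 in place of its own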
Wnt act: activates Wnt/beta-catenin signaling in a reporter cell assay | activator, plate reader | activation, % at 9.35 µM | 1.2% of 300,000 active | AID 743398; in the data active = activation above about 30%, passing the limit was not always enough;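 note: 0% = neutral control wells and 100% = positive control wells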
DAGLB inhibitor: blocks human DAGLB lipase activity | 0.059% of 340,000 active | HEK293T DAGLB membrane lysate, EnzChek fluorogenic substrate | Q8NCG7 | inhibition, % at 5.17 µM; in the data active = inhibition above about 34%;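 note: 0% = enzyme with vehicle and 100% = wells lacking enzyme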
phage Ecoli inh: E. coli growth loss with phage present | 0.26% of 360,000 active | inhibition, % at 11.9 µM | AID 651602 | growth absorbance; in the data active = inhibition above about 11%
E coli growth: bacterial growth inhibition, counter-screen for AddAB inhibitors; inhibition, % at 11.9 µM; 0.27% of 330,000 active; AID 449728; E. coli V3065 growth, OD600 absorbance, 18 h;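 active = inhibition above the campaign's mean inhibition across all tested compounds plus 3 SD, cut at about 9.9% in these data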;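 note: uninfected addAB+ strain grown without phage in ampicillin broth; 0% = DMSO wells and 100% = ciprofloxacin 0.95 µg/ml wells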
* marks the source's active call; other numbers are inactive results; x = no result given. Only part of the results is shown; count on the stated rates, not on these rows.

| canonical_smiles | Rtt109 Vps75 | CAL PDZ inh | PvdQ inh | AddAB inh | Tat transport | PfHsp90 yeast 2 | Wnt act | DAGLB inhibitor | phage Ecoli inh | E coli growth |
| --- | --- | --- | --- | --- | --- | --- | --- | --- | --- | --- |
| CC(=NCCC1=CCCCC1)c1c(O)n(C)c(=O)n(C)c1=O | -8.1 | -1.0 | 2.2 | -1.1 | 2.4 | x | x | -2.6 | 3.8 | -1.4 |
| Cc1cccc(N2C(=O)NC(=O)/C(=C\C=C\c3ccco3)C2=O)c1 | 1.1 | -0.3 | 5.4 | 1.2 | -8.3 | 5.7 | 8.5 | 1.5 | 0.3 | -0.2 |
| O=C(Cc1ccccc1)N1CCN(CC2CC3C=CC2C3)CC1 (stereo not given) | -5.1 | 0.3 | -16.1 | 1.3 | 4.6 | -3.1 | x | 0.5 | 1.5 | 0.4 |
| Cc1cc(C=C2C(=O)N(C)C(=S)N(C)C2=O)c(C)n1-c1cccnc1 | 4.7 | -0.9 | -4.0 | 3.7 | -9.3 | 3.0 | 1.0 | 3.0 | 1.8 | -1.9 |
| CCn1c(O)c(C=NCCN2CCOCC2)c(=O)[nH]c1=S | -20.9 | -0.2 | -3.3 | 0.0 | 1.8 | 11.7 | -0.2 | -0.8 | 3.3 | 0.2 |
| CN1CCN(C(=O)COc2ccc(S(=O)(=O)NCc3ccccc3)cc2Cl)CC1 | 1.4 | -0.6 | 1.4 | 0.5 | -5.7 | 15.2 | x | 3.6 | -2.6 | -2.5 |
| O=C(COc1ccccc1)N1CCN(CC2CC3C=CC2C3)CC1 (stereo not given) | -16.7 | -0.4 | -12.0 | 1.7 | 9.0 | 3.4 | x | -5.0 | 0.5 | 2.7 |
| CN(C)[C@@H]1C(=O)C(C(N)=O)=C(O)[C@@]2(O)C(=O)C3=C(O)c4c(O)ccc(Cl)c4[C@@](C)(O)C3C[C@@H]12 (stereo not given in full) | 5.6 | 0.1 | -2.8 | x | 150.3* | 12.6 | 2.0 | 7.5 | 99.1* | x |
| CC(=O)Nc1ccc(OC(=O)c2ccccc2N)cc1 | x | -3.0 | -7.4 | 2.3 | -1.5 | -4.3 | x | 0.3 | 1.6 | 1.9 |
| Nc1ccc2ccccc2c1 | 0.6 | 0.5 | -8.9 | x | 1.7 | -9.6 | -3.6 | 2.6 | 1.1 | x |
| COC(=O)C1=C(c2cccc(OC)c2OC)C[C@@H]2CC[C@H]1N2C(=O)NCc1ccc(F)cc1 | 2.7 | -0.6 | -3.0 | 1.9 | -6.9 | 20.1 | -1.0 | 2.2 | 2.1 | 1.7 |
| O=c1[nH]c(=O)n(-c2ccccc2F)c(O)c1C=NCCC1=CCCCC1 | -1.5 | -3.7 | -2.4 | -0.6 | -5.0 | -60.3 | 2.8 | -0.7 | 5.3 | -1.7 |
| O=c1[nH]c(Cl)ccc1CN1CCOCC1 | 0.5 | -1.5 | -9.8 | 2.9 | 10.0 | 4.5 | -4.4 | 1.2 | 3.0 | 1.5 |

At a glance, six of the compounds above:
| canonical_smiles | Rtt109 Vps75 | CAL PDZ inh | PvdQ inh | AddAB inh | Tat transport | PfHsp90 yeast 2 | Wnt act | DAGLB inhibitor | phage Ecoli inh | E coli growth |
| --- | --- | --- | --- | --- | --- | --- | --- | --- | --- | --- |
| CN(C)[C@@H]1C(=O)C(C(N)=O)=C(O)[C@@]2(O)C(=O)C3=C(O)c4c(O)ccc(Cl)c4[C@@](C)(O)C3C[C@@H]12 (stereo not given in full) | 5.6 | 0.1 | -2.8 | x | 150.3* | 12.6 | 2.0 | 7.5 | 99.1* | x |
| CC(=O)Nc1ccc(OC(=O)c2ccccc2N)cc1 | x | -3.0 | -7.4 | 2.3 | -1.5 | -4.3 | x | 0.3 | 1.6 | 1.9 |
| Nc1ccc2ccccc2c1 | 0.6 | 0.5 | -8.9 | x | 1.7 | -9.6 | -3.6 | 2.6 | 1.1 | x |
| COC(=O)C1=C(c2cccc(OC)c2OC)C[C@@H]2CC[C@H]1N2C(=O)NCc1ccc(F)cc1 | 2.7 | -0.6 | -3.0 | 1.9 | -6.9 | 20.1 | -1.0 | 2.2 | 2.1 | 1.7 |
| O=c1[nH]c(=O)n(-c2ccccc2F)c(O)c1C=NCCC1=CCCCC1 | -1.5 | -3.7 | -2.4 | -0.6 | -5.0 | -60.3 | 2.8 | -0.7 | 5.3 | -1.7 |
| O=c1[nH]c(Cl)ccc1CN1CCOCC1 | 0.5 | -1.5 | -9.8 | 2.9 | 10.0 | 4.5 | -4.4 | 1.2 | 3.0 | 1.5 |
